Bioassay records deposited in PubChem by several laboratories.
H9c2 protect: cardioprotection against H2O2-induced cell death, primary screen, uHTS, H9c2 cells, ATPLite luminescence; H9c2 cardiomyocytes, H2O2 injury protection, 2 h; protection from H2O2 cell death, % at 20 µM; hit rate 0.63% among 360,000; AID 588492, 2011;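 active = compounds giving at least 50% protection of heart cells from peroxide-induced death in the single-dose screen, raw or plate-pattern-corrected value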;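 also: 0% = DMSO wells with peroxide and 100% = DMSO wells without peroxide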
ABHD5-PLIN5 inh: ABHD5-PLIN5 interaction inhibitors, primary screen, cell lysate, split luciferase complementation, luminescence; inhibition, % at 4 µM; Split G. princeps luciferase complementation, 4 h; Perilipin-5 (Homo sapiens) + 1-acylglycerol-3-phosphate O-acyltransferase ABHD5 (Homo …; AID 602281, 2012; hit rate 0.78% among 360,000;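 active = inhibition above the mean inhibition across every tested compound plus 3 SD, cut at about 22% in these data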;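 also: 0% = DMSO only wells and the 100% control is not disclosed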
Glyco luc inh: increase of ERlucT glycosylation luciferase signal, primary screen, N-linked glycosylation inhibitor project, D54 ERlucT cells, luminescence, set 2 | reporter increase, % at 12.5 µM | AID 588692, 2011 | hit rate 0.23% among 360,000 | D54 ERlucT glycosylation luciferase reporter, 24 h; percent of 100 nM tunicamycin response;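 active = mean luciferase reporter signal, scaled so untreated is 0 and the glycosylation-blocking control 100, at or above a set limit in every replicate; inconclusive = mean reaches the limit but not every replicate does; inactive = mean below the limit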;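 also: luciferase carries N-glycosylation sites so blocking glycosylation raises the light; 0% = median of neutral control wells and 100% = median of 100 nM tunicamycin wells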
HTR2A ag: mouse Htr2a agonists via beta-arrestin recruitment, primary screen, cell-based, luminescence. 5-hydroxytryptamine receptor 2A (Mus musculus), P35363. CHO-K1 mHTR2A beta-arrestin complementation; percent of 30 µM serotonin response. activation, % at 7.6 µM. hit rate 0.66% among 360,000;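 active = activation above a run cutoff, the mean activation of all tested compounds plus 3 SD, cut at about 14% in these data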;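 also: 0% = plate median of compound wells and 100% = 30 µM serotonin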
SRC2 inh: inhibition of GAL4-SRC2 driven luciferase reporter, primary screen, SRC2 inhibitor project, cell-based, luminescence; hit rate 0.17% among 370,000; inhibition, % at 9 µM; HEK293 GAL4-SRC2 luciferase reporter; Nuclear receptor coactivator 2 (Homo sapiens), Q15596;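 active = inhibition above the mean inhibition of all tested compounds plus 3 SD, set per campaign, cut at about 52% in these data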;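 also: 0% = DMSO treated cells and 100% = cells given Gossypol at 36 µM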
TLR9-MyD88 block: inhibitors of TLR9-MyD88 association in cells, primary screen, cell-based, CHO, BLA complementation, fluorescence | Toll-like receptor 9 (Homo sapiens) + Myeloid differentiation primary response protein … | inhibition, % at 4.98 µM | hit rate 0.21% among 340,000 | CCF4 FRET ratio;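 active = inhibition above the mean over all tested compounds plus 3 SD, cut at about 21% in these data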;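 also: 0% = DMSO only wells and 100% = clavulanate BLA inhibitor control wells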
ABCB6 inh 2: ABCB6 transporter inhibitors, primary screen, K562-ABCB6 cells, flow cytometry, MLPCN library; fluorescence ratio to DMSO, % at 10 µM; ATP-binding cassette sub-family B member 6 (Homo sapiens), Q9NP58; K562-ABCB6 porphyrin accumulation, 1 h; stronger effect = lower value; hit rate 0.19% among 360,000;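 active = fluorescence ratio to DMSO below 75%, the collection mean minus 3 SD; inconclusive = too few cells collected in the well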;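 also: signal is porphyrin accumulated inside mitochondria; 100% equals median channel fluorescence of DMSO control wells; lower ratio means ABCB6 inhibition with less porphyrin fluorescence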
MC4R barr agon: MC4R agonists recruiting beta-arrestin, primary screen, cell-based, luminescence, agonist arm of biased-ligand search; Melanocortin receptor 4 (Homo sapiens), P32245; U2OS MC4R beta-arrestin complementation; percent of melanotan II response, DMSO zero; activation, % at 8.9 µM; hit rate 0.98% among 360,000; AID 540308, 2011;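 active = activation above a per-plate cutoff, the mean activation of sample wells on that plate plus 3 SD, cut at about 8% in these data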
NOD2 RIPK2 PPI: NOD2-RIPK2 binding disruptors in cells, primary screen, fluorescence, CHO cells, BLA complementation. Receptor-interacting serine/threonine-protein kinase 2 (Homo sapiens), O43353. CCF4 ratio. inhibition, % at 4.98 µM. hit rate 0.38% among 360,000. AID 624267, 2012; in the data active = inhibition above about 21%;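 also: 0% = vehicle only and 100% = reference blocker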
MC4R antag cAMP: MC4R antagonists of cAMP signaling, primary screen, cell-based, TR-FRET, antagonist arm of biased-ligand search; inhibition, % at 6.5 µM; MC4R-expressing cells, MTII-stimulated cAMP, LANCE TR-FRET; hit rate 0.48% among 360,000; Melanocortin receptor 4 (Homo sapiens), P32245;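 active = inhibition above its plate's cutoff, the mean of tested wells on that plate plus 3 SD, cut at about 29% in these data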;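 also: 0% = Melanotan II alone and 100% = Melanotan II plus saturating MCL0020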
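Material – human MC4R-expressing U2OS cells · Repeats – no replicates · Detection – TR-FRET with Eu-cAMP and labeled anti-cAMP, 671 nm · Times – compound 30 min, challenge 1 h, detection 1 h · Compound – single nominal compound dose of 6.5 µM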
* = called active by the depositor; ? = inconclusive; / = no result given; & = joins results of further samples.

[1] O=C(OCc1ccc(Br)cc1)c1cccnc1
[2] Cc1ccc(C(=O)NNS(=O)(=O)c2ccc(F)cc2)cc1
[3] Cc1ccc([C@@H]2C[C@H]3[C@@H](CN2S(=O)(=O)c2ccc(C)cc2)C(=O)C[C@@H](c2cccc(Cl)c2)N3S(=O)(=O)c2ccc(C)cc2)cc1
[4] O=C(CSc1nccc(=O)[nH]1)NN(c1ccccc1)c1ccccc1
[5] Cc1cc(C(F)(F)F)c(C#N)c(=O)[nH]1
[6] CCC(C)C(NC(=O)OC(C)(C)C)C(=O)NC(Cc1ccccc1)C(=O)OC (centres undefined)
[7] CCCN1Cc2cccc(C(=O)N3CCN(c4ccc(F)cc4)CC3)c2C1=O
[8] O=C(CSc1nc2ccccc2c(=O)n1-c1ccc(OC(F)F)cc1)NCc1cccs1

assay / entry,1,2,3,4,5,6,7,8
MC4R barr agon,-0.2,-2.2,1.0,-0.3,-0.7,-0.1,-1.5,-1.1
ABHD5-PLIN5 inh,2,6,-3,0,8,-1,6,-3
H9c2 protect,-4,6,-1,2,7,5,-10,8
HTR2A ag,3,1,-1,1,0,-3,-3,0
ABCB6 inh 2,106,99,99,97,100,120,91,100
MC4R antag cAMP,-7,16,-3,29*,11,8,0,4
Glyco luc inh,-1,-2,-7,2,0,1,0,-3
TLR9-MyD88 block,7,-1,-4,3,-13,-1,5,4
NOD2 RIPK2 PPI,-9,-9,14,-13,-2,13,6,-2
SRC2 inh,3,-7,5,-11,17,-30,-4,-26

[9] CCOc1ccccc1CN1C(=O)NC(C)(c2ccccc2)C1=O (centres undefined)
[10] Cc1cc(C)c(NC(=O)C2c3ccccc3Oc3ccccc32)c(C)c1
[11] CCOC(=O)C(=CNc1cc(C)nn1-c1ccc(C)cc1)C(=O)OCC
[12] O=C(/C=C/c1ccccn1)c1cc(Cl)cc(Cl)c1O
[13] CCOC(=O)C1C(c2cccnc2)NC(=O)NC1(O)C(F)(F)F (centres undefined)
[14] Cc1cccc(NC(=S)N2CCC(NC(=O)C3CCCCC3)CC2)c1
[15] Cc1cc(C)n2[nH]c(=O)c(N=Nc3ccccc3)c2n1
[16] CCCn1c(=O)[nH]c(=O)c2c1nc(-c1ccccc1OC(F)F)n2CCOC

assay / entry,9,10,11,12,13,14,15,16
MC4R barr agon,-0.8,-1.6,2.6,2.7,-1.7,0.7,-2.1,-1.4
ABHD5-PLIN5 inh,-7,-6,1,23*,1,-6,4,4
H9c2 protect,3,3,10,6,2,-4,0,3
HTR2A ag,-6,-2,10,1,1,-1,-1,4
ABCB6 inh 2,97,100,111,104,97,104,95,94
MC4R antag cAMP,-1,11,-6,-4,6,7,-27,1
Glyco luc inh,-1,-6,0,?,0,-1,2,6
TLR9-MyD88 block,-2,-12,-17,-3,10,-9,4,-1
NOD2 RIPK2 PPI,5,-7,-16,4,-12,-6,-1,-9
SRC2 inh,0,-11,24,32,13,-37,10,-42

[17] Cn1cnc([N+](=O)[O-])c1SCC(=O)NN
[18] CN(CC(=O)Nc1ccc(Br)cc1)Cc1ccccc1
[19] O=C(N/N=C/c1cccnc1)/C(=C\c1cccs1)NC(=O)c1ccccc1
[20] Cc1ccc(C)c(C(=O)CN2C(=O)CCC2=O)c1
[21] C=CCNC(=O)c1ccc2c3n(nc2c1)-c1ccccc1CO3
[22] CCOC(=O)N(C)c1c(CC)nc2c(OCCOc3ccccc3)cccn12
[23] CC(C)OC(=O)C1=C(N)N2C(=O)CSC2=C(C(=O)OC(C)C)C1
[24] O=C(c1ccncc1)N1CCN(C(=O)c2cccc3ccccc23)CC1

assay / entry,17,18,19,20,21,22,23,24
MC4R barr agon,-0.3,2.8,-2.4,-0.1,-1.9,-2.0,-1.9,-0.5
ABHD5-PLIN5 inh,0,-2,0,7,-1,-1,-1,4
H9c2 protect,10,6,0,1,-26,-1,2,5
HTR2A ag,2,-6,3,5,-5,-1,5,-3
ABCB6 inh 2,105,103,91,98,80,95,104,89
MC4R antag cAMP,0,7,2,-3,13,2,9,15
Glyco luc inh,3,-2,-1,2,-14,-2,3,0
TLR9-MyD88 block,-4,-13,3,-10,-8,/,4,-1
NOD2 RIPK2 PPI,-5,11,-9,-8,3,-8,0,-2
SRC2 inh,-2,-41,14,15,-65,-24,-33,12

[25] CCC(CC)NC(=O)CC(c1ccccc1)c1ccccc1
[26] Cn1nc(CC(=O)Nc2ccc3c(c2)CCC3)c2ccccc2c1=O
[27] Cn1ncc(Cl)c1C(=O)N/N=C/c1cccc(OC2CSC2)c1
[28] COc1ccc(C(=O)O/N=C/c2ccc(S(=O)c3ccc(Cl)cc3)nc2)cc1 (centres undefined)
[29] COCCCNS(=O)(=O)c1ccc2c3c(cccc13)C(=O)S2
[30] Cc1ccccc1Sc1ncccc1[N+](=O)[O-]
[31] COC(=O)c1cccc(NS(C)(=O)=O)c1C
[32] O=C1CSC(c2ccccn2)N1c1cccc(Cl)c1 (centres undefined)

assay / entry,25,26,27,28,29,30,31,32
MC4R barr agon,-2.0,0.3,0.3,-2.3,-1.4,-1.7,-1.3,1.5
ABHD5-PLIN5 inh,-3,-3,8,4,1,9,4,-5
H9c2 protect,0,-21,7,-4,2,-2,1,14
HTR2A ag,0,3,1,0,-4,-2,8,-2
ABCB6 inh 2,92,86,103,97,104,101,95,99
MC4R antag cAMP,4,1,-7,21,9,3,-4,11
Glyco luc inh,-1,-1,1,2,-2,-1,0,/
TLR9-MyD88 block,3,10,-8,1,9,9,-9,-6
NOD2 RIPK2 PPI,3,-14,-14,-6,8,2,-2,4
SRC2 inh,6,-24,-19,-9,-17,-1,-8,-51

[33] Cc1ccc([N+](=O)[O-])cc1NC(=O)C(C)N1CCCCC1 (centres undefined)
[34] CCS(=O)(=O)N1CCCC(C(=O)NC2CCCC2)C1 (centres undefined)
[35] CC(=O)n1cc(C2CC(=O)OC3=C2CC(=O)C(C)(C)C3)c2ccccc21 (centres undefined)
[36] Cc1cc(C)c(NS(=O)(=O)c2ccccc2)c(C)c1
[37] O=C(NCc1ccncc1)Nc1cccc(Cl)c1
[38] C=CCOc1ccc(CN(C)CC(=O)Nc2ccccc2[N+](=O)[O-])cc1
[39] CN(C)CC/C=C1/c2ccccc2Sc2ccc(Cl)cc21
[40] NC(=O)Nc1ccc(Oc2ncc(C(F)(F)F)cc2Cl)cc1

assay / entry,33,34,35,36,37,38,39,40
MC4R barr agon,-4.1,-0.3,-0.6,0.8,-1.7,1.0,0.6&-1.2,-1.3
ABHD5-PLIN5 inh,-3,0,5,-4,3,-10,-1&9,-1
H9c2 protect,-7,1,21,0,10,0,5&3,4
HTR2A ag,-4,5,-1,5,-4,4,-10&-6,2
ABCB6 inh 2,97,94,96,100,113,96,103&96,99
MC4R antag cAMP,-5,3,7,0,18,2,-5&-2,-4
Glyco luc inh,1,1,5,-2,0,-1,-3&-2,0
TLR9-MyD88 block,-8,-6,-6,-4,-5,-3,6,9
NOD2 RIPK2 PPI,-9,-7,-2,-19,-8,1,-6&-1,-8
SRC2 inh,9,-7,-15,3,-32,6,-9&-3,7

[41] COc1ccc(-c2cc(-c3nnc(COC(=O)c4ccncc4)o3)c3ccccc3n2)cc1OC
[42] O=C(c1cc2cc(F)ccc2[nH]1)N1CCC(Cc2ccccc2)CC1
[43] CCCCn1c(SCC(=O)Nc2cc(C)on2)nnc1-c1cccnc1
[44] CC(=O)c1sc(NC(=O)c2ccc(F)c(F)c2)nc1C
[45] COc1ccc(CCN=C(N)NS(=O)(=O)c2ccc(OC)cc2)cc1
[46] CN(C(=O)COC(=O)C1CCN(S(=O)(=O)c2ccc(Cl)cc2)CC1)C1CCS(=O)(=O)C1 (centres undefined)

assay / entry,41,42,43,44,45,46
MC4R barr agon,-2.4,-1.4,-0.7,-3.0,-1.4,0.6
ABHD5-PLIN5 inh,4,-4,0,3,0,4
H9c2 protect,79*,-8,-6,-7,3,-2
HTR2A ag,0,-11,2,0,-4,5
ABCB6 inh 2,96,99,81,98,105,108
MC4R antag cAMP,19,9,3,12,-2,4
Glyco luc inh,-1,-4,1,4,0,0
TLR9-MyD88 block,-14,1,-1,14,-6,-5
NOD2 RIPK2 PPI,-3,3,-2,-8,-8,-15
SRC2 inh,-22,13,-21,4,15,16

3 successive entries already listed, for reference:
[42] O=C(c1cc2cc(F)ccc2[nH]1)N1CCC(Cc2ccccc2)CC1
[43] CCCCn1c(SCC(=O)Nc2cc(C)on2)nnc1-c1cccnc1
[44] CC(=O)c1sc(NC(=O)c2ccc(F)c(F)c2)nc1C

assay / entry,42,43,44
MC4R barr agon,-1.4,-0.7,-3.0
ABHD5-PLIN5 inh,-4,0,3
H9c2 protect,-8,-6,-7
HTR2A ag,-11,2,0
ABCB6 inh 2,99,81,98
MC4R antag cAMP,9,3,12
Glyco luc inh,-4,1,4
TLR9-MyD88 block,1,-1,14
NOD2 RIPK2 PPI,3,-2,-8
SRC2 inh,13,-21,4

Not all compounds are listed (hit frequency here may not be typical).
